# Screening data as filed in PubChem.
# All columns: NCI-60 one-dose screen, growth in % after 48 h at 10 µM unless noted; 100 = growth as untreated, 0 = no growth, -100 = all killed.
# SF-539 – SF-539 CNS cancer. 81,000 compounds, 6.8% hits
# DU-145 – DU-145 prostate cancer | 81,000 compounds, 4.2% hits
# SNB-19 – SNB-19 CNS cancer cells. 81,000 compounds, 2.5% hits. AID 1794751
# HCC-2998 – HCC-2998 colon cancer; 79,000 compounds, 4.7% hits
# PC-3 – PC-3 prostate cancer cells. 80,000 compounds, 3.9% hits
# SNB-75 – SNB-75 CNS cancer. 79,000 compounds, 5% hits
# U251 – U251 CNS tumor cells. 80,000 compounds, 5.4% hits. AID 1794753
# SF-295 – SF-295 CNS cancer cells | 79,000 compounds, 5.6% hits | AID 1794758
# SF-268 – SF-268 CNS cancer cells. 82,000 compounds, 3.1% hits
# * hit, by the source's call; / = no result given; & = joins results of further samples; ! = not active in a repeat. The calls were made as follows: active = growth percent below 10; inactive = the rest. The list is partial; count on the stated rates, not on these rows.
SMILES,SF-539,DU-145,SNB-19,HCC-2998,PC-3,SNB-75,U251,SF-295,SF-268
CC(=O)O[C@H]1CC[C@]2(C)[C@H]3CC[C@@H]4[C@H]5[C@H](C)[C@@]6(C)OC(=O)[C@]5(CC[C@@]4(C)[C@]3(C)CC[C@H]2C1(C)C)C[C@@H]6C1(C)OOC2(CCCCC2)OO1,94.6,98.2,98.5,97.2,97.5,98.5,106.3,101.4,95.1
c1ccc(C(c2ccccc2)C2CCNCC2)cc1,104.2,117.7,98.6,101.0,78.7,83.4,99.9,118.6,78.8
CCOC(=O)NN(CCOS(=O)(=O)c1ccccc1)CCOS(=O)(=O)c1ccccc1,102.3,102.9,109.7,110.2,99.1,95.3,97.7,100.1,101.3
O=C(Nc1ccc(S(=O)(=O)F)cc1)Oc1ccccc1,104.2,102.8,97.6,110.2,93.4,85.5,96.8,96.8,101.6
CCN(CCCl)/N=N/c1nc2c([nH]1)c(=O)n(C)c(=O)n2C,93.1,99.6,107.9,101.0,108.9,90.5,102.7,96.6,93.1
O=S(=O)(F)c1ccc(C[P+](c2ccccc2)(c2ccccc2)c2ccccc2)c(Cl)c1,101.8,107.6,94.4,117.6,102.0,75.9,89.7,94.1,108.3
Nc1nc(=S)nc(N)[nH]1,97.1,113.4,97.2,92.1,/,/,97.0,95.9,93.3
O=C(NC([Se])=NC1CCCCC1)c1ccc2c(c1)OCO2,56.9,49.0,33.3,74.1,36.4,10.6,27.6,6.5*,122.2
CN(C)c1ccc(-c2ccc(N(C)C)cc2)cc1,83.6,113.4,103.0,101.0,69.2,98.2,89.3,89.9,107.9
CCOP(=O)(OCC)C(C)OC (configuration not stated),128.6,126.5,92.5,102.8,104.7,89.7,105.3,110.4,117.7
C[N+](C)(C)C,102.9&98.9&103.2,121.1&112.0&125.1,98.5&106.3&100.9,123.0&115.2&93.2,100.1&96.5&91.4,78.2&96.8&115.2,94.7&101.2&95.3,94.5&125.5,116.3&105.0&109.4
CC1CN1P(=O)(Oc1ccc(Cl)cc1)N1CC1C (configuration not stated),102.0,106.7,109.3,109.8,94.8,88.5,104.5,83.8,96.8
COC(C)(C)CCC[C@H](C)C/C=C/C(C)=C/C(=O)OC(C)C,118.4,112.8,108.9,101.1,88.7,118.1,95.9,98.2,102.6
O=C(O)C1(Br)CC12c1ccccc1-c1ccccc12 (configuration not stated),103.5,111.2,104.0,105.7,100.3,103.6,/,/,100.3
CCCCCC1(CCSC(=N)N)C(=O)NC(=O)NC1=O,95.6,112.5,100.3,110.2,93.9,96.3,99.7,91.6,110.1
Cc1cccc(C)c1N=C(N)N[N+](=O)[O-],107.6,113.0,113.0,120.5,103.4,101.1,97.1,119.5,104.9
CC(C)(C)N=C1Nc2ccccc2N[C@]12CC[C@@]1(C)[C@@H](CC[C@@H]3[C@@H]1CC[C@@]1(C)[C@H]3CC[C@]1(C)O)C2,78.1,85.7,88.5,82.1,37.1,73.4,62.2,83.5,74.4
COc1ccc(N(CC(=O)NCCC[Te]c2ccccc2)C(=O)c2ccccc2)cc1,31.4,66.6,36.2,57.6,7.3*,69.5,14.4,-7.6*,39.2
c1ccc2nc(N3CCNCC3)ccc2c1,122.0,111.9,103.4,116.7,92.8,103.5,100.2,88.7,117.4
COc1ccccc1CC(N)c1ccccc1OC (configuration not stated),109.7,123.7,94.9,97.8,91.8,81.9,97.7,98.9,110.6
C[C@]12CC[C@H]3[C@@H](CC4SC(c5ccc(Cl)cc5)=NC45C[C@H](O)CC[C@]35C)[C@@H]1CC[C@@H]2O (some centres not stated),42.2,93.9,87.7,106.5,101.1,82.0,59.7,64.2,75.2
CC(Cl)CN(CC(C)Cl)c1ccc2c(c1)Cc1cc(F)ccc1-2 (configuration not stated),91.9,101.9,91.3,86.6,68.2,88.0,89.3,90.9,85.0
CSc1nc(C)c(Br)c(N2CC2)n1,108.4&114.7,104.5&129.5,101.7&98.4,111.9&96.0,92.1,77.6&94.9,90.4&97.1,109.7&109.7,102.7&121.4
c1ccc(CCNC2CC3CCC2C3)cc1 (configuration not stated),106.2,105.3,108.8,127.4,102.7,99.2,101.5,102.3,103.2
CCN1CC2(CN(CC)C1=S)C(=O)NC(=O)NC2=O,106.7,97.6,107.4,99.7,85.7,95.8,97.7,95.1,95.1
Clc1cccc(Cl)c1CBr,100.1,108.9,107.6,100.7,99.1,99.9,101.8,95.3,99.1
Cc1ccc(C=C(C#N)C#N)o1,98.2,109.6,113.1,101.0,101.4,96.8,/,106.6,103.6
O=C(CCl)Oc1ccccc1Cl,108.8,103.2,107.0,113.9,98.1,98.6,104.9,103.8,100.9
O=C1NC(=S)NC(=O)C1Cc1ccccc1,101.9,104.8,89.3,91.8,97.3,99.4,104.1,107.8,98.2
OC(CCl)CNC1CCCCC1 (configuration not stated),98.3,112.3,97.9,101.6,93.5,86.0,105.2,/,110.3
c1ccc(C(CN2CCCCC2)c2ccccc2)cc1,119.1,109.7,99.7,/,100.8,102.9,118.5,93.1,102.2
CCOP(=O)(OCC)Oc1ccc(Sc2ccc(OP(=O)(OCC)OCC)cc2)cc1,104.2,103.3,100.3,101.5,90.9,95.0,/,97.5,100.0
Cc1cccc(C#N)c1,101.4,112.2,107.6,126.8,92.8,94.7,103.7,99.0,100.1
CCCCCCCCCCCCCCCC(=O)P(=O)(OCC)OCC,102.6,109.0,105.4,100.9,90.1,104.3,91.3,110.4,100.0
CC/C(=C\c1ccccc1)[N+](=O)[O-],90.2,95.4,94.0,102.9,91.8,97.1,102.7,111.6,94.2
CC(C)CC(C)OC(C[N+](=O)[O-])C(Cl)(Cl)Cl (configuration not stated),95.3,116.3,106.2,111.7,95.1,96.6,107.9,102.2,102.5
c1ccc(CC(NC2CCCCC2)c2ccccc2)cc1 (configuration not stated),86.8,98.0,85.4,78.4,68.7,85.7,72.6,53.1,85.9
CN[C@]1(c2ccccc2Cl)CCCC[C@H]1NCCCN1CCCC1,97.9,112.2,99.6,106.2,96.9,84.3,101.0,98.2,98.3
CN1CCN(c2ccc3[nH]c(=O)nc(-c4ccccc4)c3c2)CC1,106.9,102.2,93.2,100.7,88.7,91.2,95.7,95.6,93.8
CCOC(=O)C1OC1(C)c1ccccc1 (configuration not stated),99.6&101.9,121.2&109.0,111.7&99.9,108.3&102.6,85.2&105.3,100.0&78.6,100.4,103.0,98.6&108.9
CC(=O)c1cc2c(cc1C)C(C)(C)C(C)C2(C)C (configuration not stated),97.6,108.5,104.8,95.9,93.8,94.7,102.8,97.9,102.0
CC12CCC3C(CCC4CC(=O)CCC43C)C1C/C(=N\O)C2=O (configuration not stated),106.8,109.1,100.8,104.8,104.6,67.2,101.7,92.7,103.5
CCOc1cc(C=O)ccc1O,96.3,103.7,99.6,112.4,94.6,96.5,90.1,100.3,101.7
CCN1CCOC(c2ccccc2)C1 (configuration not stated),99.4,110.2,104.8,113.2,98.4,83.6,97.7,112.5,99.4
O=CC(Br)C(Br)c1ccccc1 (configuration not stated),94.0,77.0,96.0,105.7,94.7,92.6,102.4,97.9,95.7
CN(C)CCC#N,/,119.2,102.8,/,101.2,89.0,101.8,103.0,109.5
N#C/C=C/c1ccccc1,101.2,104.6,104.5,87.8,99.1,94.6,88.9,98.8,99.0
CC[C@@H]1[C@@H](CCCCCC[C@]2(C)C[C@@](C)(CC(=O)OC)OO2)[C@@H]2[C@H]1[C@]1(C)C=C[C@H]2OO1,101.3,98.0,103.1,108.4,96.1,104.5,99.1,105.2,98.9
CNC(=S)NCCN1CC1,99.7,105.0,115.7,101.2,99.7,100.9,100.8,108.2,104.1
CC(=O)[O][Hg][O]C(C)=O,107.6,94.8,109.7,119.8,86.3,72.6,84.6,90.3,96.6
CC[C@@H](C)/C=C(C)/C=C/C(=O)c1c(O)c(-c2ccc(O)cc2)cn(O)c1=O,5.1*,15.5,13.6,36.4,37.7,2.4*,3.5*,-28.7*,-0.6*
Cc1ccnc(NC(=O)CCCc2ccc(N(CCCl)CCCl)cc2)n1,55.3,86.9,88.0,95.6,75.3,74.1,74.4,84.4,61.6
CN(C)C1C(=O)C(C(N)=O)=C(O)C2(O)C(=O)C3=C(O)c4c(O)cccc4C(C)(O)C3C(O)C12 (configuration not stated),75.0,106.6,98.3,/,81.8,81.9,92.1,92.1,98.3
Cc1c2cc(Cl)c3ccccc3c2c[n+]2ccccc12,26.3,78.3,-26.3*,15.3,/,-15.7*,0.4*,18.3,-36.3*
O=C1NC(=O)C(=Cc2cccs2)C(=O)N1,105.1,113.1,109.9,106.9,101.1,103.2,104.1,105.1,107.9
O=C1NC(=S)NC(=O)C1=Cc1c(Cl)cccc1Cl,117.4,125.6,103.6,121.2,97.3,/,109.1,106.3,117.8
NC(=O)N=Nc1c(O)[nH]c(=O)[nH]c1=O,94.0,117.0,99.7,108.5,91.3,94.6,94.6,/,110.7
Cc1cc(C)c(CBr)c(C)c1,93.5,107.0,109.8,114.1,94.0,105.7,95.3,101.0,104.8
Cc1ccc(S(=O)(=O)F)cc1Cl,106.2,121.6,106.3,111.0,102.0,81.7,101.2,95.8,117.8
CC(C)=CCC[C@H](C(=O)O)[C@@H]1CC[C@]2(C)C3=C(CC[C@@]12C)[C@@]1(C)CC[C@H](O)C(C)(C)[C@@H]1CC3,93.2,110.4,97.1,100.1,84.8,90.1,94.5,94.6,101.3

# Four entries from above, reformatted:
CN1CCN(c2ccc3[nH]c(=O)nc(-c4ccccc4)c3c2)CC1
- SF-539: 106.9
- DU-145: 102.2
- SNB-19: 93.2
- HCC-2998: 100.7
- PC-3: 88.7
- SNB-75: 91.2
- U251: 95.7
- SF-295: 95.6
- SF-268: 93.8

CCOC(=O)C1OC1(C)c1ccccc1 (configuration not stated)
- SF-539: 99.6&101.9
- DU-145: 121.2&109.0
- SNB-19: 111.7&99.9
- HCC-2998: 108.3&102.6
- PC-3: 85.2&105.3
- SNB-75: 100.0&78.6
- U251: 100.4
- SF-295: 103.0
- SF-268: 98.6&108.9

CC(=O)c1cc2c(cc1C)C(C)(C)C(C)C2(C)C (configuration not stated)
- SF-539: 97.6
- DU-145: 108.5
- SNB-19: 104.8
- HCC-2998: 95.9
- PC-3: 93.8
- SNB-75: 94.7
- U251: 102.8
- SF-295: 97.9
- SF-268: 102.0

CC12CCC3C(CCC4CC(=O)CCC43C)C1C/C(=N\O)C2=O (configuration not stated)
- SF-539: 106.8
- DU-145: 109.1
- SNB-19: 100.8
- HCC-2998: 104.8
- PC-3: 104.6
- SNB-75: 67.2
- U251: 101.7
- SF-295: 92.7
- SF-268: 103.5

# Next part:
SMILES,SF-539,DU-145,SNB-19,HCC-2998,PC-3,SNB-75,U251,SF-295,SF-268
O=[N+]([O-])/C=C/c1ccc([N+](=O)[O-])cc1,-27.5*!,-47.5*!,96.2&72.6,-91.0*!,92.0&43.4,90.1&48.7,-16.5*!,104.3&76.2,103.2&25.4
O=C(O)CC(Br)C(=O)CBr (configuration not stated),95.3,110.5,104.1,116.5,98.7,93.5,99.2,98.2,106.0
CN1C(=O)[C@@H](NC(=O)[C@H](CCC(F)(F)F)CC(=O)N2CCCCC2)N=C(c2ccccc2)c2ccccc21,100.2,119.2,92.4,101.1,101.3,93.2,94.0,101.2,104.9
Cc1ccccc1-c1nc2ccccc2c(=O)n1C,108.8,140.6,95.2,100.6,92.3,114.6,94.3,113.7,113.1
O=c1c2ccccc2c2c3n1CC(O)CNC3CCC2 (configuration not stated),94.4,102.6,103.5,106.2,100.7,98.1,102.0,101.1,100.5
O=S(=O)(O)c1cccc2ccccc12,97.1,107.4,103.8,103.2,75.0,101.0,97.7,108.7,100.3
CC(C)(C)NCC(O)c1ccccc1Cl (configuration not stated),7.8*,-27.8*,27.8,-28.8*,18.0,-24.4*,10.2,-3.8*,26.6
COc1cc(C(=O)N2CC2)cc(OC)c1OC,101.8,89.6,98.7,114.1,96.6,74.6,/,88.8,92.9
c1ccc(C2(NC3=NCCO3)CCCCC2)cc1,104.3,116.3,106.3,103.5,93.9,89.3,94.6,84.1,100.9
COC(=O)C12C3C4C1C1C2C3C41NC(=O)c1csc([C@@H](C[C@H](C(C)C)N(C)C(=O)[C@@H](NC(=O)[C@H]2CCCCN2C)C2CC2)OC(C)=O)n1 (some centres not stated),-24.4*,8.0*,39.7,28.4,23.5,45.3,10.8,9.2*,25.6
CCCCNC(=O)C(Cl)Cl,105.6,109.9,98.0,105.2,97.1,91.0,91.3,108.5,107.9
COc1ccc(N(CC(=O)NCCC[Te]c2ccccc2)C(=O)CCSC2=C(C)C(=O)c3ccccc3C2=O)cc1,-62.6*,-10.1*,-12.4*,-35.4*,0.6*,13.2,-42.7*,-50.1*,3.2*
CC[C@H](C)[C@H](NC(=O)C12CC(NC)(C1)C2)C(=O)N(C)[C@H](C[C@@H](OC(C)=O)c1nc(C(=O)N[C@@H](Cc2ccccc2)C[C@H](C)C(=O)OC)cs1)C(C)C,-7.8*,-8.2*,33.5,8.1*,23.6,23.5,12.7,4.6*,30.4
C[n+]1c(/C=C/c2ccc(N(CCCl)CCCl)cc2)oc2ccccc21,103.4,97.6,99.3,110.3,61.2,85.6,80.6,93.9,87.2
COC(=O)N[C@H]1CCc2c(Br)c(OC)c(OC)c(OC)c2-c2ccc(SC)c(=O)cc21,-6.6*,-1.4*,28.2,17.2,21.7,29.1,21.4,9.5*,17.7
O=C(CCCCCNC1=CC(=O)c2ccccc2C1=O)NCCC[Te]c1ccccc1,-49.7*,-11.6*,5.4*,-48.7*,-1.0*,-26.0*,-8.6*,-32.5*,-26.7*
Cc1ccc2c(C)cccc2c1,100.5,111.3,103.8,102.1,93.0,85.7,101.5,101.5,101.2
